Screening results (PubChem)
ADAM17 inh = inhibitors of human ADAM17. P78536. inhibition, % at 6.95 µM. recombinant ADAM17, EDANS/DABCYL FRET peptide cleavage. 370,000 tested, 0.83% active;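 active = inhibition above the mean of compounds lying between control limits plus 3 SD, set per campaign, cut at about 8.5% in these data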;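 note: 0% = DMSO-only wells as the low control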
ADAM10 inh = ADAM10 inhibition, QFRET primary screen | AID 720582 | recombinant ADAM10, EDANS/DABCYL FRET peptide cleavage, 3 h | inhibition, % at 7 µM | 370,000 tested, 0.62% active | O14672;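 active = inhibition above a per-campaign cutoff equal to the mean of compounds falling between control-based bounds plus 3 SD, cut at about 20% in these data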;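 note: 0% = DMSO wells while the 100% control is not disclosed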
ARFGAP1 inhibitor = inhibits rat ARF GTPase activating protein 1 | Q62848 | Arfgap1-stimulated ARF1 GTP hydrolysis, GDP FP detection | inhibition, % at 16.5 µM | 360,000 tested, 0.26% active | AID 651572;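 active = inhibition above a per-plate limit, mean inhibition of low control wells plus 3 SD, cut at about 25% in these data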;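 note: 0% = DMSO wells with enzyme and 100% = wells lacking Arfgap1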
Target sequence (Q62848 1-136 limits assumed): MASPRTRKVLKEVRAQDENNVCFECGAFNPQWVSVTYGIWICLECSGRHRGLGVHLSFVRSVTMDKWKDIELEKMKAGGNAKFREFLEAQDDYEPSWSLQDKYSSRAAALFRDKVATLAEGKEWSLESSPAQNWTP
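Material: rat Arfgap1 GAP domain (His6, aa 1-136), purified enzyme. Also added: human ARF1(Δ1-17)-GTP substrate. Compound dosing: 16.5 µM single point, 1.26% DMSO. Timing: enzyme reaction 120 min at 25 °C after 20 min preincubation. Signal: GDP detection by fluorescence polarization. Read-out basis: percent inhibition of GAP-stimulated GDP formation, scaled between DMSO and no-Arfgap1 medians.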
Tn7 DDE FP = disrupts Tn7 cyclic peptide binding to fibrin D-Dimer-E complex; inhibition, % at 8.3 µM; AID 720508; P02675; 370,000 tested, 0.13% active; FP displacement of FITC-Tn7 peptide from fibrin DD(E); 0% = median of compound wells per plate;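 active = inhibition above the mean of compounds falling within the control limits plus 3 SD of them, cut at about 14% in these data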;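 note: 0% = plate median of compound wells and 100% = 10 µM Aha-Tn7 peptide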
Target sequence (P02675 whole entry, looked up): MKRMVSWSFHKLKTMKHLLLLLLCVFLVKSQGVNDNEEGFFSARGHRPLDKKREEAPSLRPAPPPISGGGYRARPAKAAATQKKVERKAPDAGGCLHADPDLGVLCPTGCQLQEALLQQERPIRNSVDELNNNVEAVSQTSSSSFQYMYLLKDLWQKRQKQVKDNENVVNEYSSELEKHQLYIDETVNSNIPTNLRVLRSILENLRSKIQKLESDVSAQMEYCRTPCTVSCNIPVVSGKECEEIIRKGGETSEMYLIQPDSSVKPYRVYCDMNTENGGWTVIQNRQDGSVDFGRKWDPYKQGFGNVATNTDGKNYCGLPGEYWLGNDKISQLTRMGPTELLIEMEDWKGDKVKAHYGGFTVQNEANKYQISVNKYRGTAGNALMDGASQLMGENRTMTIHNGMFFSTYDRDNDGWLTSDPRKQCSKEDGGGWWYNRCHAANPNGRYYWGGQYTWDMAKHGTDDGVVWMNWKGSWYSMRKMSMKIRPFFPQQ
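Assay system: Human clot-derived fibrin DD(E) complex | Buffer or medium: Tris/NaCl/CaCl2 buffer, pH 7.8 | Repeats: One replicate per compound | Benchmarks: Aha-Tn7 high control | Measure: % inhibition scaled between sample-field median and high-control FP | Schedule: 10 min plus 3 h, room temperature | Signal: Fluorescence polarization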
PLC-beta3 inh = inhibitors of human phospholipase C beta3; Purified PLC-beta3, fluorogenic substrate, fluorescence; inhibition, % at 12.2 µM; 370,000 tested, 0.18% active; in the data active = inhibition above about 11%;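 note: 0% = median of compound wells on plate and 100% = full blocker control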
Tn6 DDE FP = disrupts Tn6 cyclic peptide binding to fibrin D-Dimer-E complex; AID 720509; Fibrin DD(E) TRITC-Tn6 fluorescence polarization displacement; inhibition, % at 8.3 µM; 370,000 tested, 0.21% active; P02675;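 active = inhibition above a per-campaign cutoff: mean of compounds within control limits plus 3 SD, cut at about 15% in these data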;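 note: 0% = median of all compound wells on the plate and 100% = blocking peptide control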
TDP2 inh = TDP2 (human) inhibition, absorbance primary screen; 370,000 tested, 0.34% active; O95551; recombinant TDP2, T5PNP hydrolysis, p-nitrophenol absorbance 415 nm; inhibition, % at 12.8 µM;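 active = inhibition above the mean of all tested compounds plus 3 SD, set per campaign, cut at about 25% in these data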;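 note: 0% = DMSO with enzyme and 100% = buffer with substrate but no TDP2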
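Assay system: Recombinant human TDP2 | Quantity: 120 nM TDP2 per well | Incubation: 2 h at 37 °C | Signal: Epi absorbance | Evaluation: Percent inhibition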
SIAE primary = inhibitors of human sialic acid acetylesterase SIAE; SIAE FP-Rh probe binding, fluorescence polarization; Q9HAT2; inhibition, % at 9.66 µM; AID 1053197; 370,000 tested, 0.69% active;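 active = inhibition above a cutoff: mean of compounds within the control limits plus 3 SD of those, cut at about 17% in these data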;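 note: 0% = plate median of compound wells and 100% = probe without SIAE protein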
PLCg1 inh = blocks human PLC-gamma1 enzyme activity. 370,000 tested, 0.84% active. purified PLC-gamma1, fluorogenic substrate, fluorescence. inhibition, % at 12.2 µM; in the data active = inhibition above about 9.5%
ASAP1 inh = inhibitors of human ASAP1 ArfGAP activity | Q9ULH1 | ASAP1-stimulated ARF1 GTP hydrolysis, GDP FP detection | inhibition, % at 16.5 µM | 360,000 tested, 0.19% active | AID 624377; in the data active = inhibition above about 25%;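 note: 0% = vehicle with enzyme and substrate and 100% = no enzyme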
Target sequence (Q9ULH1 325-724 limits assumed): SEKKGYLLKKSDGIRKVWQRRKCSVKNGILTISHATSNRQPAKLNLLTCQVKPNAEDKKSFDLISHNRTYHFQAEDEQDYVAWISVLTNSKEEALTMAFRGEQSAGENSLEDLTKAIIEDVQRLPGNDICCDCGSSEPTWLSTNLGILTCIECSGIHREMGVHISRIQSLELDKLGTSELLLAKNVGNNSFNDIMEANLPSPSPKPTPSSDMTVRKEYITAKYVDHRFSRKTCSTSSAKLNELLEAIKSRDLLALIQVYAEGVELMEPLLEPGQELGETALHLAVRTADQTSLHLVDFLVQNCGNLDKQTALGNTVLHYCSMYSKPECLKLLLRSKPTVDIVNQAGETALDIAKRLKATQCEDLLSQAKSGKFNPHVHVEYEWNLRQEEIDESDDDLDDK
Starred values were filed as active, the others as inactive; . = no result given.

SMILES	ADAM17 inh	ADAM10 inh	ARFGAP1 inhibitor	Tn7 DDE FP	PLC-beta3 inh	Tn6 DDE FP	TDP2 inh	SIAE primary	PLCg1 inh	ASAP1 inh
COc1ccc(N2CCOCC2)c(NC(=O)c2ccc(Br)o2)c1	-1.1	-10.3	6.3	1.8	-8.1	-3.4	2.0	5.6	0.1	-3.7
C=CCN1[C@H](C)COc2cc(N3CCSCC3)ccc2S1(=O)=O	1.8	1.6	.	-6.7	3.3	-0.8	1.2	1.3	0.7	.
CC1CCCCN1C(=O)c1cc(Cl)ccc1[N+](=O)[O-] (stereo not drawn)	3.3	5.0	10.5	3.9	3.3	-3.8	-6.2	13.2	0.5	-3.4
COc1ccc(-c2cn(CC[C@@H]3CC[C@H](NC(=O)Cc4ccccn4)[C@@H](CO)O3)nn2)cc1	-8.0	-11.7	8.4	0.5	-6.7	-7.0	-1.3	-4.1	0.4	16.0
O=C(Nc1cccc(S(=O)(=O)N2CCCC2)c1)c1cc(-c2ccccn2)nc2ccccc12	0.1	3.9	-1.4	-3.0	-4.8	-4.5	-3.4	-38.4	4.8	0.6
Cc1nc(Br)c(Br)c(C)c1Br	-4.9	-0.4	-2.8	3.3	-0.1	-1.1	4.6	-2.9	1.9	-3.1
O=C(c1cncc(Br)c1)N1CCc2ccccc2C1	-1.1	2.6	0.7	0.1	2.3	13.6	4.2	-2.2	-1.2	13.1
O=C(Nc1ccc(COc2ccccc2)cc1)Nc1cccc(C(=O)O)c1	-9.2	-7.9	11.5	3.9	-4.0	-5.8	-10.9	0.2	7.5	8.1
COCCCNC(=O)c1cc(S(=O)(=O)NCCCN2CCCC2=O)ccc1Cl	-1.0	-15.4	-14.3	6.5	-5.2	9.0	5.7	-2.2	-1.3	-9.1
CCCNC(=O)C1(C)CCCN(C(=O)COc2ccc(Cl)cc2Cl)C1 (stereo not drawn)	6.2	10.5	-10.1	-0.5	9.4	-5.6	-4.6	-1.7	5.0	-1.5
Cc1c(NC(=O)c2cccc(NS(C)(=O)=O)c2)c(=O)n(-c2ccccc2)n1C	-7.1	-4.9	5.8	-1.2	-7.7	-6.0	16.1	-0.7	-0.9	-12.8
CN(C)S(=O)(=O)c1cccc(NC(=O)c2cc(=O)[nH]c(=O)[nH]2)c1	-3.1	-8.8	-7.7	1.6	-9.3	5.9	1.8	8.6	-1.5	2.9
O=C1c2ccccc2C(=O)N1CC1=CCS(=O)(=O)C1	0.3	1.9	0.4	-1.5	1.9	3.5	0.8	-3.2	-1.5	-9.9
CCCC(=O)Nc1nnc(S(=O)(=O)N(CC(C)C)c2ccccc2)s1	-4.5	-8.9	3.9	2.3	3.6	-4.2	5.0	-1.0	0.1	-12.7
COC(=O)[C@@]1(Cc2ccc(F)cc2)[C@H]2c3cc(C(=O)N4CCCC4)n(CCSCCO)c3C[C@H]2CN1C(=O)c1ccccc1	-7.7	-18.4	-6.8	5.4	-8.6	-2.0	-3.0	1.2	-2.0	7.6
CCn1nc(C(=O)Nc2ccc(S(=O)(=O)Nc3ncccn3)cc2)c2ccccc2c1=O	-1.2	0.4	-4.2	2.2	-2.4	2.6	12.4	6.2	-1.9	-6.2
COc1ccc(NC(=O)c2ccc(-c3ccccc3C(F)(F)F)o2)cc1	2.5	3.5	11.2	0.4	-34.0	2.0	-6.9	-6.3	-22.0	25.9*
CCc1c(C(=O)NNC(=S)NC2CCCCC2)csc1C	-0.1	3.0	-6.7	3.6	-0.2	-1.2	5.3	12.9	2.0	1.6
Cn1c2c(c(=O)n(C)c1=O)CN(CCc1ccccc1)CN2	-1.9	0.0	12.2	-0.4	3.0	2.9	5.7	-1.4	0.0	-3.2
O=c1cc(-c2ccccc2)nc(SCCOc2ccccc2Cl)[nH]1	4.2	12.7	7.8	-5.5	0.2	-4.4	-19.2	-10.8	11.6*	-3.5
O=C(CNC(=O)c1ccc(Br)o1)NCC1CCCO1 (stereo not drawn)	-1.3	-15.2	-4.1	2.7	-5.0	3.2	-1.2	2.5	-1.2	9.9
COc1ccc(CCNC(=O)c2cccnc2Cl)cc1OC	-3.9	3.6	-9.2	-4.7	-5.7	14.6	-7.4	-0.3	2.1	-2.4
CCOc1ccc(C(=O)N[C@H](C(=O)Nc2ccccc2OC)C(C)C)cc1	2.2	-0.2	-0.5	-3.6	0.1	3.4	4.8	10.9	-1.9	8.8
Cc1noc(C(=O)NCC2CCCO2)c1Cl (stereo not drawn)	-0.6	2.8	-3.8	0.7	-8.6	6.9	-2.1	4.3	-0.2	-9.1
O=C(Nc1nccs1)C1CCN(S(=O)(=O)c2cnc[nH]2)CC1	-1.6	0.4	2.9	7.1	2.5	1.2	-7.5	-3.3	-0.7	-4.8
Cc1nc(N2CCCCC2)c2c(C)c(C(=O)Nc3ccc4c(c3)OCCO4)sc2n1	9.6*	10.9	11.3	-2.8	-177.3	-2.5	1.7	-2.9	-12.9	-0.3
CCOC(=O)C1CCCN(Cc2c(C(=O)N3CCCCC3)nc3c(C)cccn23)C1 (stereo not drawn)	-8.0	-7.9	11.4	5.9	-9.0	-3.6	-6.8	-6.1	-3.5	-5.7
Clc1ccc(OCc2nn3c(-c4ccco4)nnc3s2)c(Cl)c1	-5.6	6.8	5.1	-2.8	1.4	-7.5	-0.7	-38.9	1.1	25.5*
Cc1ccc(CN2CCN(C(=O)CCN3C(=O)c4ccccc4C3=O)CC2)cc1	-3.5	-6.3	-3.1	0.2	-0.4	-0.6	5.0	0.5	-1.6	-4.4
Cc1ccc(O)c(-c2cc(C(=O)NCc3ccccc3)[nH]n2)c1	0.2	12.6	3.8	-5.9	0.8	-0.8	-1.4	11.0	2.8	3.1
CCOc1cccc(NC(=O)Cn2nc(-c3ccc4c(c3)OCCO4)ccc2=O)c1	-42.0	-120.5	20.8	3.0	-40.6	8.8	2.1	-11.6	-34.2	-4.2
COc1cc(S(=O)(=O)N2CCOCC2)ccc1N	-3.9	-6.1	10.6	1.8	0.4	1.1	-3.1	2.0	0.0	-1.9
CCC(C)CN1C(=O)CN(S(C)(=O)=O)CC1(C)C(=O)NC(C)C (stereo not drawn)	-1.8	-6.1	-0.7	-4.0	0.7	1.1	-2.6	0.1	0.7	13.5
C/C(=N\OC(=O)c1c(-c2c(F)cccc2Cl)noc1C)c1nccs1	-2.2	0.1	-2.1	5.0	-3.6	6.2	-5.0	13.2	-0.7	1.7
O=C(O)CCN1C(=O)S/C(=C\c2cccnc2)C1=O	-1.6	1.3	-1.0	-4.7	-4.1	0.4	8.3	3.6	0.5	13.8
O=C1OC2(c3ccccc3)C3CCCC2C13	-3.3	5.3	9.3	5.5	2.7	3.3	-4.7	-1.1	-3.8	4.1
CC(NC(=O)Cc1ccc(S(=O)(=O)N2CCOCC2)s1)c1ccc(Cl)c(Cl)c1 (stereo not drawn)	-1.0	6.0	6.5	0.3	-7.4	5.4	9.8	-3.6	-0.2	16.6
COc1ccc(NS(=O)(=O)NC(=O)c2c[nH]c3ccccc23)cc1	-4.0	0.3	-0.1	-5.3	-4.4	-2.9	19.7	6.3	0.0	-1.1
Cc1cc(C)c2c(N)c(C(=O)Nc3ccccc3Cl)sc2n1	-28.2	-117.0	12.6	5.8	-261.4	17.6*	3.5	-8.0	-191.5	15.4
Oc1ccccc1/C=N/n1c(COc2ccccc2)n[nH]c1=S	-7.2	-14.0	3.9	2.7	-10.3	0.7	-24.6	-4.0	-3.3	0.5

Structures from the list above that have a thiophene ring, fused or not, in the order listed:
SMILES	ADAM17 inh	ADAM10 inh	ARFGAP1 inhibitor	Tn7 DDE FP	PLC-beta3 inh	Tn6 DDE FP	TDP2 inh	SIAE primary	PLCg1 inh	ASAP1 inh
CCc1c(C(=O)NNC(=S)NC2CCCCC2)csc1C	-0.1	3.0	-6.7	3.6	-0.2	-1.2	5.3	12.9	2.0	1.6
Cc1nc(N2CCCCC2)c2c(C)c(C(=O)Nc3ccc4c(c3)OCCO4)sc2n1	9.6*	10.9	11.3	-2.8	-177.3	-2.5	1.7	-2.9	-12.9	-0.3
CC(NC(=O)Cc1ccc(S(=O)(=O)N2CCOCC2)s1)c1ccc(Cl)c(Cl)c1 (stereo not drawn)	-1.0	6.0	6.5	0.3	-7.4	5.4	9.8	-3.6	-0.2	16.6
Cc1cc(C)c2c(N)c(C(=O)Nc3ccccc3Cl)sc2n1	-28.2	-117.0	12.6	5.8	-261.4	17.6*	3.5	-8.0	-191.5	15.4

Later entries.
SMILES	ADAM17 inh	ADAM10 inh	ARFGAP1 inhibitor	Tn7 DDE FP	PLC-beta3 inh	Tn6 DDE FP	TDP2 inh	SIAE primary	PLCg1 inh	ASAP1 inh
COc1ccc(C2=CC(=O)OC3(CCCCC3)O2)cc1	0.2	-3.0	22.1	-6.3	5.6	-2.4	-6.9	18.6*	1.9	-8.2
Cn1c(=O)c2c(nc(N3CCCCC3)n2C)n(C)c1=O	-3.8	-2.8	-2.2	7.3	-0.3	8.1	3.8	2.8	-1.0	10.0
CC(C(=O)NC1=NCCS1)(C(F)(F)F)C(F)(F)F	-0.2	-0.6	0.9	-2.8	3.1	0.3	1.1	3.6	6.5	-8.5
COC(=O)Nc1nnc(COc2ccccc2)s1	0.2	7.5	2.3	-4.1	-3.2	-1.4	-13.5	2.2	1.3	5.0
O=C(NC(O)C(=O)c1ccccc1)c1ccccn1 (stereo not drawn)	1.7	2.0	6.2	-2.9	1.7	-3.7	16.9	-1.4	3.2	1.2

Entries listed so far with a CF3 group (two):
SMILES	ADAM17 inh	ADAM10 inh	ARFGAP1 inhibitor	Tn7 DDE FP	PLC-beta3 inh	Tn6 DDE FP	TDP2 inh	SIAE primary	PLCg1 inh	ASAP1 inh
COc1ccc(NC(=O)c2ccc(-c3ccccc3C(F)(F)F)o2)cc1	2.5	3.5	11.2	0.4	-34.0	2.0	-6.9	-6.3	-22.0	25.9*
CC(C(=O)NC1=NCCS1)(C(F)(F)F)C(F)(F)F	-0.2	-0.6	0.9	-2.8	3.1	0.3	1.1	3.6	6.5	-8.5
